Vif-APOBEC3G blk: qHTS for Inhibitors of Vif-A3G Interactions: qHTS; HeLa A3G-eYFP + Vif (tagged APOBEC3G with the HIV-1 protein that degrades it), YFP fluorescence, overnight; Potency, µM (top dose mostly 46.1 µM), without a hit: at the top dose activity, negative = active, most hits filed as inhibitors; 410,000 compounds, 0.076% hits;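 also: potency is read from the fitted curve at half-maximal effect; % is scaled to controls: 0 for no effect and ±100 for the full control effect; nearly all actives have a fitted effect of over 60% in size; hits raise eYFP signal because A3G escapes Vif-driven loss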
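HeLa cells stably expressing Vif and C-terminally eYFP-tagged A3G, seeded overnight at 37 deg C, then exposed to compound by pintool overnight at 37 deg C. Rise in yellow fluorescence (Ex 488/Em 500-530, Acumen) marks blocked Vif-driven A3G degradation.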
LDHA inh: qHTS assay for inhibitors of human lactate dehydrogenase | L-lactate dehydrogenase A chain (Homo sapiens), P00338 | purified LDHA, NADH/diaphorase-resazurin fluorescence; hits give low values | activity change, % (values are at about 110 or 230 µM) | 480,000 compounds, 0.15% hits | AID 1347041, 2019; in the data active = activity change below about -30%; inconclusive = mostly about -25% to -30%;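 also: plate controls were DMSO wells for no effect and wells without enzyme for full effect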
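Resorufin fluorescence (ex540/em590), read at 0 and 20 min after diaphorase/resazurin addition, reports the NADH left after a 5 min room-temperature reaction of 2 nM human LDH5 with 0.06 mM NADH and 0.2 mM pyruvate.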
TrxR1 substrate: qHTS Assay for Substrates of Mammalian Selenoprotein Thioredoxin Reductase 1 (TrxR1): qHTS | Thioredoxin reductase 1, cytoplasmic (Rattus norvegicus), O89049 | purified TrxR1 substrate turnover, NADPH consumption readout | Potency, µM (top dose mostly 114 µM), for the others: top-dose activity change, negative = substrate turnover | 390,000 compounds, 0.01% hits | AID 588456, 2011; also: potency is read from the fitted curve at half-maximal effect; % is scaled to controls: 0 for no effect and ±100 for the full control effect; nearly all actives have a fitted effect of over 50% in size
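Rat TrxR1, dispensed at 90 nM, was prereduced with 400 uM NADPH (final) for 5 min at ~22 deg C, then incubated with compound 15 min before 400 uM selenite. A first-read NADPH fluorescence drop versus no-compound background flagged substrates.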
RXFP1 agonist: qHTS Assay for Agonists of the Relaxin Receptor RXFP1; Relaxin receptor 1 (Homo sapiens), Q9HBX9; HEK293T-RXFP1 cAMP TR-FRET, 30 min; response scale: percent of porcine relaxin response, buffer zero; Potency, µM (doses to about 57.5 µM), for inactives: top-dose activation, most hits filed as activators; 370,000 compounds, 0.3% hits; also: potency is read from the fitted curve at half-maximal effect; % is scaled to controls: 0 for no effect and ±100 for the full control effect; nearly all actives have a fitted effect of over 60% in size; many of its hits are not listed in these tables
Target sequence (Q9HBX9 whole entry, looked up): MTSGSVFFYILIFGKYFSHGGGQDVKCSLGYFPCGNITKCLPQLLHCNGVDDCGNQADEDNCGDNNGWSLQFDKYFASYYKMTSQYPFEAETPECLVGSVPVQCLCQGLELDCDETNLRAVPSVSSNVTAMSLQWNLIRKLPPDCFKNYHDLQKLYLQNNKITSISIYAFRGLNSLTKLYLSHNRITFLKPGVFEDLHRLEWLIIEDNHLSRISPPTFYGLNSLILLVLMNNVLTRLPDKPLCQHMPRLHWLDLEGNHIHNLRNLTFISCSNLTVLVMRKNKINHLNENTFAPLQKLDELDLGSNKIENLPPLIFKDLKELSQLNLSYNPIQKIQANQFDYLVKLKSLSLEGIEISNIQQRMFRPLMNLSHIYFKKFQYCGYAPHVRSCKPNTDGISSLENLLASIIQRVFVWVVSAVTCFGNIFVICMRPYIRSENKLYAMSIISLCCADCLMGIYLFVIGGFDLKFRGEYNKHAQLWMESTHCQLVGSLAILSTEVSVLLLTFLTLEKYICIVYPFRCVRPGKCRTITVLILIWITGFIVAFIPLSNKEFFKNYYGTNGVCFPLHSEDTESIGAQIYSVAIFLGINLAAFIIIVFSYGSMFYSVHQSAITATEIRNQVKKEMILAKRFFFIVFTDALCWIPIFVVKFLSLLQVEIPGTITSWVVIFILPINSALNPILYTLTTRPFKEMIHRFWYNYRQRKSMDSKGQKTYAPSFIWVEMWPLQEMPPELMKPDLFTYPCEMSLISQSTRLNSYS
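cAMP rise read by TR-FRET after 30 min, 37C compound exposure (up to 58 uM) in RXFP1-transfected HEK293 cells with Ro 20174 present. EC50 from Hill-equation fits, with 29 nM porcine relaxin as 100% and buffer as basal.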
USP1 inh: Inhibitors of USP1/UAF1: Primary Screen. recombinant USP1/UAF1, Ub-Rhodamine cleavage fluorescence. Potency, µM (top dose mostly 57.1 µM), for inactives: at the highest dose activity change, negative = inhibition, actives largely listed as inhibitors. 390,000 compounds, 0.23% hits. AID 743255, 2014; also: potency is read from the fitted curve at half-maximal effect; % is scaled to controls: 0 for no effect and ±100 for the full control effect; nearly all actives have a fitted effect of over 60% in size; inactives centre near -12
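1 nM enzyme complex + cpd, 15 min RT; start with Ub-Rho 150nM final; kinetic fluorescence ex 480/em 540, 6 reads q60 s. Buffer 50mM HEPES pH 7.8, 0.5mM EDTA, 0.1 mg/ml BSA, 1mM TCEP, 0.01% Tween-20.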
PI4K2A inh: qHTS for small molecular inhibitors of PI4K2A. Phosphatidylinositol 4-kinase type 2-alpha (Homo sapiens), Q9BTU6. purified PI4K2A, ADP-Glo luminescence, 1 h; hits give low values. activity change, negative = inhibition, % at 76.9 µM. 420,000 compounds, 0.13% hits; in the data active = activity change below about -50%; inconclusive = mostly about -30% to -49%;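 also: -100% = wells without enzyme as full effect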
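Compounds are screened against recombinant PI4K2A using PI as substrate and ATP, the latter dispensed at 300 microM. Reactions run one hour at ambient temperature before ADP-Glo detection; full inhibition defined by wells lacking enzyme.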
mIDH1 inhibitor: qHTS for Inhibitors of mutant isocitrate dehydrogenase 1 (IDH1): qHTS | IDH1-R132H enzyme, NADPH consumption, diaphorase/resazurin fluorescence | Potency, µM (titrated, usually from 76.6 µM), inactives show at the highest dose activity change, negative = inhibition, most hits filed as inhibitors | 390,000 compounds, 0.093% hits | AID 602179, 2012; also: potency is read from the fitted curve at half-maximal effect; % is scaled to controls: 0 for no effect and ±100 for the full control effect; nearly all actives have a fitted effect of over 65% in size
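IDH1-R132H (0.5 ug/mL dispensed) in pH 7.5 Tris buffer was preincubated 30 min with compound, then given a substrate mix of 0.016 mM NADPH and 2 mM alpha-KG for 80 min at room temperature; remaining NADPH was read by diaphorase/resazurin fluorescence.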
Glioma ERSR ind: qHTS for Inducers of the Endoplasmic Reticulum Stress Response (ERSR) in Human Glioma: qHTS; U87-MG GRP78 promoter luciferase reporter, 16 h; Potency, µM, without a hit: top-dose activation, usual class: activators; 420,000 compounds, 0.02% hits; AID 602332, 2012; also: potency is read from the fitted curve at half-maximal effect; series mostly up to about 76 µM; % of control where 0% means no effect; nearly all actives have a fitted effect of over 35% in size
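Stably transfected U87-MG glioma cells carrying a GRP78-based luciferase sensor; 16 h compound incubation. Luminescence end-point read 10 min after Bright-Glo addition at room temperature.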
Vif-APOBEC3F blk: qHTS for Inhibitors of Vif-A3F Interactions: qHTS; 390,000 compounds, 0.2% hits; HeLa A3F-eYFP + Vif (tagged APOBEC3F with the HIV-1 protein that degrades it), YFP fluorescence increase; AID 602313, 2012; Potency, µM (doses to about 46.1 µM), for inactives: top-dose activity, negative = active; also: potency is read from the fitted curve at half-maximal effect; % of control where 0% means no effect; nearly all actives have a fitted effect of over 65% in size
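HeLa cells stably expressing A3F-eYFP plus Vif, plated and incubated overnight at 37 deg C, then exposed to compounds overnight at 37 deg C. Blocked degradation read as raised yellow fluorescence (Ex 488/Em 500-530).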
* marks the source's active call; other numbers are inactive results; ? = inconclusive; nt = not tested or not shown; & = joins results of further samples; [ ] = remark or other dose. Unless noted, calls follow the shape of the dose curve; as a rule, active = well fitted curve in the direction sought with a large enough effect; inconclusive = small, poorly fitted or top-dose-only effect, or another doubt; inactive = no such curve, though single readings can be large; an effect the other way counts as inactive or inconclusive. A portion of the library; count on the stated rates, not on these rows.

SMILES	Vif-APOBEC3G blk	LDHA inh	TrxR1 substrate	RXFP1 agonist	USP1 inh	PI4K2A inh	mIDH1 inhibitor	Glioma ERSR ind	Vif-APOBEC3F blk
CCOC(=O)c1sc2nc(C)n(CC(=O)Nc3cccc(Cl)c3)c(=O)c2c1C	0%	-7	10%	5.7%	-3%	2	-1%	-3%	0%
Cc1cccc(N(Cc2cc(=O)[nH]c3ccccc23)C(=O)CCl)c1	0%	-4	10%	16%	-21%	1	2%	-2%	-3%
Cc1ccc(CSC2=Nc3ccccc3C3=NC(CC(=O)NCc4ccco4)C(=O)N23)cc1 (stereo not drawn)	0%	-1	-1%	3.0%	-18%	-2	1%	-2%	nt
Cc1ccc(-n2c(SCC(=O)N3CC(=O)Nc4ccccc43)nc3ccccc3c2=O)cc1C	-2%	-11	2%	2.1%	-4%	9	-2%	-2%	6%
CCN1C(=O)N[C@@H](c2ccccc2)C(C(=O)OC)=C1C	1%	-6	6%[57.1 µM]	nt	14%	1	-1%	-3%	0%
COC(=O)CC1C(=O)NCCN1C(=S)Nc1ccccc1Cl (stereo not drawn)	1%	-5	9%	3.4%	-4%	-9	19%	-4%	6%
CC(CN1CCOCC1)OC(=O)C1COc2ccccc2O1 (stereo not drawn)	5%	-5	6%[57.1 µM]	3.8%	-19%	2	-4%	-3%	3%
COc1ccc(CCNC(=O)CSc2nc(N)c3c(C)c(C)oc3n2)cc1OC	1%	-1	12%	1.0%	-14%	6	9%	-3%	1%
CC(=O)OC1CCC2(C)C(CCC3C2CC(=O)C2(C)C3CC(C(C(C)=O)C(C)=O)C2C(C)=O)C1 (stereo not drawn)	0%	0	5%[57.1 µM]	nt	?	-4	2%	1%	0%
CCOc1ccc(NS(=O)(=O)c2ccc(C(=O)NCCCN3CCOCC3)cc2)cc1	3%	-1	-6%	-0.1%	-8%	-3	0%	?	-11%
CC(=O)Nc1ccc(-c2csc(NC(=O)Nc3ccccc3)n2)cc1	-23%	-5	-4%	3.2%	-3%	0	11%	-4%	0%
CCOC(CCNC(=O)c1cn(-c2cccc(C)n2)cn1)OCC	1%	-4	3%[57.1 µM]	2.4%	2%	5	0%	-1%	-11%
Cc1cc(NC(=O)CSc2nccn2-c2cccc(C)c2C)no1	-27%	-7	-6%	0.8%	1%	-7	5%	-2%	11%
Cc1cc(Nc2cccc(C(F)(F)F)c2)nc2ccc(NC(=O)c3ccc(N(C)C)cc3)cc12	5%	3	18%	4.6%	-19%	5	7%	1%	0%
COc1ccccc1NC(=O)C(=O)/C=C(\O)c1ccccc1	0%	2	-11%[57.1 µM]	0.3%	0%	-1	-8%	-7%	-10%
CC(=O)Oc1ccc2oc3c(c2c1)C(=O)CCC3	0%	-4	-3%	0.7%	-17%	0	0%	0%	2%
COc1ccc(NS(=O)(=O)c2cccc(C(=O)NNC(=O)CNC(=O)c3ccccc3Cl)c2)cc1	0%	-1	2%	nt	-12%	0	5%	-3%	5%
O=C(NCC(c1cccnc1)N1CCN(Cc2ccccc2)CC1)C(=O)Nc1ccc(Cl)cc1 (stereo not drawn)	6%	-1	-4%	-3.1%	8%	0	-9%	-3%	1%
CC(C)(CO)NC(=S)NCc1ccco1	-5%	0	0%	4.3%	-11%	-7	-10%	0%	-2%
Cc1cc(Cl)c(S(=O)(=O)Nc2ccc3c(c2)OCCO3)cc1OCC(=O)NC1CCCCC1	1%	5	-2%	1.2%	-5%	1	2%	-4%	10%
Cn1c(Cc2cccs2)nnc1SCC(=O)Nc1ccc(C(N)=O)cc1	0%	-8	-4%	-0.3%	-4%	3	4%	-6%	-7%
Cc1cccc(C(=O)N2CCc3cc(-c4csc(NC(=O)CN5CCCC5)n4)ccc32)c1	-17%	-4	-12%[57.1 µM]	0.1%	-14%	5	9%	-1%	-9%
Cc1ccccc1Cn1nnc2c(=O)[nH]c(C3CCCN(C(=O)c4ccc(F)cc4)C3)nc21 (stereo not drawn)	nt	-1	8%	0.4%	-18%	-2	nt	nt	nt
O=C(C1=C[C@H](c2ccc(C(F)(F)F)cc2)C[C@H](OCc2ccc(CO)cc2)O1)N1CCCCCCC1	0%	6	-13%	-0.6%	?	-2	-3%[38.3 µM]	3%	-2%
CCOC(=O)c1sc(NC(=O)c2ccc(OC)cc2)nc1C	-7%	-4	2%	?	-1%	2	-6%	-4%	-8%
COc1ccc(S(=O)(=O)NC(CC(=O)NCCc2ccc(OC)c(OC)c2)C(C)C)cc1 (stereo not drawn)	3%	-2	7%[57.1 µM]	2.3%	-15%	2	7%	0%	0%
COc1ccccc1CNC(=O)COC(=O)c1cccc(S(=O)(=O)N2CCOCC2)c1	-1%	-3	-5%[57.1 µM]	0.9%	-1%	-1	-1%	-1%	-10%
CCOc1cc(/C=N/NC(=O)c2nnn(-c3nonc3N)c2C)ccc1OCc1ccc(F)cc1	0%	-2	25%[57.1 µM]	-0.1%	-14%	3	-15%	-4%	-6%
CCOC(=O)c1sc(NC(=O)CSc2nnc(-c3ccco3)o2)c(C(=O)OCC)c1C	0%	-5	-15%	2.8%	-4%	4	1%	-5%	4%
COc1ccc(-c2noc(N3CCC(C(=O)N4CCN(c5cccc(OC)c5)CC4)CC3)n2)cc1	3%	-4	3%[57.1 µM]	5.3%	18%	2	2%	-7%	2%

Some entries already given, limited to Vif-APOBEC3F blk, Vif-APOBEC3G blk and LDHA inh.
| molecule | Vif-APOBEC3F blk | Vif-APOBEC3G blk | LDHA inh |
| --- | --- | --- | --- |
| Cc1ccccc1Cn1nnc2c(=O)[nH]c(C3CCCN(C(=O)c4ccc(F)cc4)C3)nc21 (stereo not drawn) | nt | nt | -1 |
| O=C(C1=C[C@H](c2ccc(C(F)(F)F)cc2)C[C@H](OCc2ccc(CO)cc2)O1)N1CCCCCCC1 | -2% | 0% | 6 |
| CCOC(=O)c1sc(NC(=O)c2ccc(OC)cc2)nc1C | -8% | -7% | -4 |

The results go on:
SMILES	Vif-APOBEC3G blk	LDHA inh	TrxR1 substrate	RXFP1 agonist	USP1 inh	PI4K2A inh	mIDH1 inhibitor	Glioma ERSR ind	Vif-APOBEC3F blk
CCOc1ncnc2c1oc1nc(CC(C)C)c3c(c12)CC(C)(C)OC3	0%	0	9%	4.4%	-22%	0	2%	-3%	-10%
Cc1ccc(CNC(=O)c2ccc(Cn3c(=O)c4ccccc4n(CC(=O)Nc4c(C)cc(C)cc4C)c3=O)cc2)cc1	-5%	2	0%	5.9%	-30%	-1	-1%	-2%	?
O=C(/C=C/c1cnc2ccccc2n1)NC1CCCCCC1	-4%	-1&-8	-6%	-2.4%	-12%	3	-8%	-2%	4%
CN(C)C(=O)c1ccc(NC(=O)CN2CCc3cc4c(cc3C2)OCCCO4)cc1	2%	0	52%[activator]	1.8%	-22%	-3	0%	-3%	1%
O=c1c2cc(Br)ccc2[nH]c(=S)n1Cc1ccccn1	-6%	1	-4%	-0.7%	-4%	6	8%	0%	?
O=C(COC(=O)c1ccccc1O)NNC(=O)c1ccc(Br)cc1	2%	-4	21%	26%	-18%	0	2%	-1%	4%
CN(C)S(=O)(=O)c1ccc(NC(=O)C2CC3C=CC2C3)cc1 (stereo not drawn)	1%	0	-9%	0.3%	-9%	-2	2%	-2%	1%
O=C(COc1ccc(Br)cc1)Nc1cccc2cccnc12	1%	11&-9	3%[57.1 µM]	4.3%	-8%	0	-6%	-2%	-2%
Cc1cccc2c(=O)cc(C(F)(F)F)[nH]c12	-1%	-5	5%	-1.4%	-10%	-1	-7%	-6%	1%
CCCCCC[n+]1ccccc1/C=C/c1ccc(N(C)C)cc1	?	-10	nt	nt	nt	0	nt	-8%	nt
COc1cccc(-c2nc(-c3ccccn3)no2)c1OC	-5%	0	-5%	2.2%	-2%	-9	3%	-1%	5%
CCOC(=O)C(C)Oc1ncnc2cccc(F)c12 (stereo not drawn)	0%	-9	6%[57.1 µM]	9.0%	-22%	0	4%	-7%	0%
CCCCc1ccc(Nc2cc(C)nc(-n3nc(C)cc3C)n2)cc1	-9%	1	3%[57.1 µM]	16%	?	0	1%	-10%	0%
Cc1ccc(C)c(Nc2cc(C(=O)NCc3cccnc3)c3ccccc3n2)c1	-2%	-4	-2%	3.6%	-22%	6	0%	-5%	-2%
O=C(O)C1CCCN1S(=O)(=O)c1ccc(Cl)c(Cl)c1 (stereo not drawn)	1%	-8	9%	-0.4%	-11%	0	11%	-2%	-15%
O=C(O)c1cccc(NC(=O)C2C3C=CC(C3)C2C(=O)OCC(F)(F)C(F)F)c1 (stereo not drawn)	0%	-8	9%[57.1 µM]	1.9%	-11%	-9	-8%	-6%	-11%

Source: PubChem BioAssay
